# Hsp70 inhibitors: Hsp70 inhibitors, probe displacement, primary screen, biochemical, fluorescence polarization (AID 583); Hsp70 fluorescence polarization probe displacement, mP; higher % means a stronger effect; displacement, % at 20 µM, or IC50 in µM where a hit was titrated; 140,000 tested, 0.06% active; in the data active = displacement above about 50%;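 also: plate controls were vehicle for no effect and reference ligand for full effect; a part of the inactive calls stands beside numbers as strong as those of hits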
# MKP-3 inhibition: MKP-3 phosphatase inhibitors, primary screen, biochemical, rat enzyme, in vitro (AID 425); recombinant MKP-3 phosphatase activity, fluorescence; higher % means a stronger effect; inhibition, % at 20 µM; hits with a dose series show IC50 in µM; 110,000 tested, 0.17% active; in the data active = inhibition above about 50%;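 also: plate controls were vehicle for no effect and reference inhibitor for full effect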
# An asterisk follows results filed as active; · = no result given; & = joins results of further samples. Some of the compounds tested; count on the stated rates, not on these rows.
SMILES	Hsp70 inhibitors	MKP-3 inhibition
CN1C(=O)/C(=C\c2cn(CCOc3ccc(Br)cc3)c3ccccc23)SC1=S	1.6%	-5%
CN1C(=O)N(C)C2C1N(CN1CCCCC1)C(=O)N2CN1CCCCC1 (centres undefined)	0.8%	-6%
CCc1c(C)n([O-])c2c([n+]1=O)CCCCC2	5.3%	-7%
COc1ccccc1Cc1noc(COc2ccc(Cl)cc2)n1	-1.5%	-2%
Cc1cccc(N2CCN(C(=O)c3ccc(Cl)c(Cl)c3)CC2)c1C	0.2%	4%
O=C(CSc1nnc(Cn2c(=O)sc3ccccc32)n1-c1ccccc1)NCC1CCCO1 (centres undefined)	·	-13%
CCCC(=O)Nc1ccc2c(c1)nc(CCNC(=O)c1ccccc1)n2C	2.2%	·
COc1ccccc1NC(=O)c1cc(-c2ccccc2C)nc2ccccc12	-0.7%	4%
CCOC(=O)c1c(NC(=O)c2ccccc2F)sc(C(=O)Nc2ccc3c(c2)OCO3)c1C	-5.5%	0%
Cc1ccc(OCC(=O)NNC(=O)c2cccc(O)c2)c(C)c1	0.7%	1%
O=C(CNC(=O)Cn1ccc2ccccc2c1=O)NCCCN1CCN(c2cccc(Cl)c2)CC1	-2.3%	1%
COc1ccc(N2CCC(CNC(=O)Nc3cccc(OC)c3)C2)cc1 (centres undefined)	7.7%	·
Cc1cc(N2CCC(C)CC2)n2ncc(-c3ccccc3)c2n1	1.7%	-3%
COc1ccc2c(c1)c1ncn(CCN3CCCCC3)c(=O)c1n2C	2.8%	·
C=CCN(c1ccc(C(=O)O)cc1)S(=O)(=O)c1ccc(/C=C/C(=O)O)cc1	2.8%	1%
O=C1NN(c2ccc(Cl)c(Cl)c2)C(=O)/C1=C/c1cccs1	3.8%	0%
O=C(O)CCC(=O)Nc1ccccc1C(=O)NC1CCCCC1	3.1%	-6%
O=C(c1ccccc1)n1ccc(-c2cnc(-c3ccccc3)s2)n1	6.3%	·
CSCCNC(=O)c1ccc(C(C)(C)C)cc1	-1.4%&-1.3%	4%&2%
COc1cccc(C(=O)NC(NC(=S)Nc2cc(Cl)ccc2Cl)C(Cl)(Cl)Cl)c1 (centres undefined)	-5.1%	2%
COc1ccc(C2=NOC(C(=O)NCc3cccs3)C2)cc1OC (centres undefined)	-3.7%	·
COc1cc(S(=O)(=O)N(C)C)ccc1F	9.2%	-7%
CC(=O)c1ccc(N2CCN(C(=O)c3ccc(OCc4c(C)noc4C)cc3)CC2)cc1	-1.3%	2%
C/C(=C\C(=O)c1ccc(Br)cc1)Nc1cccc(O)c1	-1.1%	3%
CCOC(=O)C1=NNC(C(=O)c2ccc(OC)cc2)C1c1ccccc1 (centres undefined)	2.5%	·
c1ccc(-c2cn(-c3ccccc3)nc2-c2ccccc2)cc1	-3.5%	-1%
CC1(C)NC(=O)N(CC(O)CN(c2ccccc2)S(=O)(=O)c2ccccc2)C1=O (centres undefined)	1.1%	3%
COc1ccc(CCNC(=O)COC(=O)c2ccc(Br)o2)cc1	-0.7%	·
COc1ccccc1N1CCN(C(=O)COc2cccc3ccccc23)CC1	4.6%	4%
Cc1cccc(C)c1NC(=O)C(c1ccccc1)N1CCC2(CC1)OCCO2 (centres undefined)	-1.1%	40%
Cc1nc(NCC2CCCO2)[nH]c(=O)c1CCC(C)C (centres undefined)	0.4%	-6%
COc1ccc(OC)c(CC(NC(C)=O)C(=O)NC2CCN(c3nc(C)cc(C)c3C#N)CC2)c1 (centres undefined)	-2.5%	-4%
CN1C(=O)NC(c2ccccc2)C2=C1CN(c1cccc(C(F)(F)F)c1)C2=O (centres undefined)	-4.6%	-5%
CCOC(=O)c1ccc(N2C(=O)CC(NC3CCN(C(=O)c4ccc(F)cc4)CC3)C2=O)cc1 (centres undefined)	-3.2%	-13%
CCC(=O)N(Cc1ccccc1)c1ccccn1	0.3%	·
CN(C)S(=O)(=O)c1cccc(COC(=O)C2=COCCO2)c1	-0.8%	4%
CC(C)CNC(=O)CSc1nc(-c2cccs2)cc(C(F)(F)F)n1	-1.2%	·
COc1ccc(C2=NOC(C(=O)NCc3ccco3)C2)cc1OC (centres undefined)	6.5%	-3%
Cc1cc(C)cc(NC(=O)CCn2ccnc2C)c1	0.6%	-10%
O=C(O)CCCCCN1C(=O)C2C3c4ccccc4C(c4ccccc43)C2C1=O (centres undefined)	2.0%	1%

# 3 structures already listed, sorted by formula weight, largest number first:
SMILES	Hsp70 inhibitors	MKP-3 inhibition
CCOC(=O)C1=NNC(C(=O)c2ccc(OC)cc2)C1c1ccccc1 (centres undefined)	2.5%	·
COc1ccc(C2=NOC(C(=O)NCc3ccco3)C2)cc1OC (centres undefined)	6.5%	-3%
CCc1c(C)n([O-])c2c([n+]1=O)CCCCC2	5.3%	-7%

# Next part
SMILES	Hsp70 inhibitors	MKP-3 inhibition
Cc1c(Cl)cccc1NC(=O)CSc1nnc(C)n1-c1ccccc1	-2.0%	-2%
CC(=O)N1c2c(cc(Br)cc2S(=O)(=O)N2CCN(c3ccccn3)CC2)CC1C (centres undefined)	·	-4%
COCCCNc1nc2c([nH]1)c(=O)[nH]c(=O)n2C	-1.8%	0%
O=C(Nc1ccc2c(c1)OCO2)c1ccc2nc[nH]c2c1	-1.2%	·
COc1ccc(/C=C2\N=C(c3ccccc3F)OC2=O)c(OC)c1	7.6%	0%
O=C(Cc1ccc([N+](=O)[O-])cc1)N1N=C(c2cccnc2)CC1(O)C(F)(F)F (centres undefined)	-3.0%	3%
Cc1ccc(N2C(=O)C(Cl)=C(Nc3cccc(C)c3C)C2=O)cc1	0.0%	-2%
CCOC(=O)c1ccc(NC(=O)COC)cc1	3.1%	-6%
CNC(=O)C(=O)Nc1ccc2c(c1)OCO2	-1.5%	-1%
Cc1oc(C(C)(C)C)cc1C(=O)Nc1cccc(C(=O)O)c1	1.2%	·
Cc1ccc(-c2cc(-c3ccccc3)c3c(N)c(S(C)(=O)=O)sc3n2)cc1	-7.4%	·
CCCCSc1nnc([C@@H](NC(=O)OC(C)(C)C)C(C)C)o1	2.4%	-11%
COCCCNC(=O)CCn1c(=O)c2ccccc2n(CC(=O)Nc2c(C)cccc2C)c1=O	2.4%	-1%
O=C1/C(=C/c2ccccc2OCc2ccc([N+](=O)[O-])cc2)SC(=S)N1c1ccccc1	1.8%	-2%
COc1cc(NC(=O)c2ccccc2F)ccc1NC(=O)c1cc2ccccc2o1	6.5%	-1%
Cc1ccc(NC(=O)CSc2n[nH]c(-c3ccncc3)n2)cc1	12%	-10%
Cc1ccc(C(C)C)c(OCc2nnc3n2CCCCC3)c1	1.5%	-13%
C=CCN(CC=C)C(=O)C1CCC(C(=O)N(CC=C)CC=C)CC1 (centres undefined)	-1.7%	-12%
O=C1CCCc2nc(N3CCN(c4ccccc4)CC3)ncc21	0.8%	-4%
CN(c1nc2ccccc2n2c(-c3ccco3)nnc12)S(=O)(=O)c1ccccc1	-3.2%	2%
CCN1C2=NCCCN2c2cc(C)c(C)cc21	-0.8%	9%
Cc1cc(C)c(C#N)c(Oc2ccccc2)n1	-0.9%	·
Cc1cccc(NC(=O)c2ccc(Br)o2)n1	3.8%	0%
CCc1cc2ccccc2nc1SCC(=O)Nc1cc(C)on1	5.7%	-5%
CNC(=O)C1CC(=O)N(c2ccc(F)cc2)C1 (centres undefined)	5.6%	0%
COC(=O)c1ccc(CN(c2ccccc2)S(=O)(=O)c2ccccc2)cc1	1.8%	0%
COc1ccc(NC(=O)COc2cccc(Cl)c2)c(OC)c1	-7.3%	1%
O=C1CCC([N+](=O)[O-])C(c2ccc3c(c2)OCO3)N1 (centres undefined)	2.9%	4%
Cc1ccc2cc(C(c3nnnn3C3CCCC3)N3CCN(c4ccc(F)cc4)CC3)c(=O)[nH]c2c1 (centres undefined)	0.0%	4%
CCN(C(=O)COC(=O)c1c(-c2ccccc2)noc1C)C1CCS(=O)(=O)C1 (centres undefined)	6.0%	-6%
COc1ccc2cc(C(c3nnnn3Cc3ccccc3)N3CCCCCC3)c(=O)[nH]c2c1 (centres undefined)	-7.8%	-2%
Cc1ccn2cc(-c3nonc3C)cc2c1	5.7%	-13%
Oc1ccc2[nH]cnc2c1CN1CCCCC1	2.8%	2%
COc1cc2c(cc1NC(=O)c1c(-c3ccccc3Cl)noc1C)oc1ccccc12	1.8%	0%
COc1ccc(C)cc1NC(=O)CN1CCN(S(=O)(=O)c2ccc(Cl)cc2)CC1	0.2%	-2%
CC(NC(=O)c1ccccc1NC(=O)c1cccnc1)c1ccccc1 (centres undefined)	-2.5%	4%
COc1ccc(OC)c(NC(=O)COc2ccc(F)cc2)c1	0.4%	-1%
Cc1ccc(C(=O)NCCN2CCOCC2)cc1Cl	0.8%	4%
CC(=O)N1c2ccc(Cl)cc2C2C=CCC2C1c1cccc2ccccc12 (centres undefined)	-2.0%	7%
COC(=O)C(C(=O)OC)=C(/C=C/C=C/N(C)C)N(C)C	-0.3%	-10%
CSc1sc(C)cc1C1C(C#N)=C(N)N(c2cccnc2)C2=C1C(=O)CC(C)(C)C2 (centres undefined)	8.1%	-3%
Cc1cccc(N2C(=O)NC(=O)/C(=C/c3ccc(-c4ccccc4[N+](=O)[O-])o3)C2=O)c1	-0.5%	3%
O=C(Nc1cccc(OC(=O)c2cc(S(=O)(=O)N3CCCCC3)ccc2Cl)c1)c1ccco1	5.0%	0%
Cc1nn(C)c(C)c1NC(=O)CCSc1nc(-c2ccco2)cc(C(F)(F)F)n1	8.0%	-3%
O=C(CN1CCOc2ccccc21)NCc1cccs1	-6.1%	-8%
C/C(=N\NC(=O)c1[nH]c2c([N+](=O)[O-])cc(C)cc2c1-c1ccccc1)c1cccnc1	1.1%	·
C/C(=N/NC(=O)c1cccc(Br)c1)c1ccccc1O	8.0%	4%
COc1ccccc1N1CCN(CC(=O)Nc2cc(F)ccc2C)CC1	4.2%	-17%

# Arranged by molecular weight (smallest number first): some entries from above.
SMILES	Hsp70 inhibitors	MKP-3 inhibition
Cc1ccn2cc(-c3nonc3C)cc2c1	5.7%	-13%
Oc1ccc2[nH]cnc2c1CN1CCCCC1	2.8%	2%
COC(=O)C(C(=O)OC)=C(/C=C/C=C/N(C)C)N(C)C	-0.3%	-10%
O=C(CN1CCOc2ccccc21)NCc1cccs1	-6.1%	-8%
COc1ccc(OC)c(NC(=O)COc2ccc(F)cc2)c1	0.4%	-1%
CC(NC(=O)c1ccccc1NC(=O)c1cccnc1)c1ccccc1 (centres undefined)	-2.5%	4%
CC(=O)N1c2ccc(Cl)cc2C2C=CCC2C1c1cccc2ccccc12 (centres undefined)	-2.0%	7%
C/C(=N\NC(=O)c1[nH]c2c([N+](=O)[O-])cc(C)cc2c1-c1ccccc1)c1cccnc1	1.1%	·
Cc1cccc(N2C(=O)NC(=O)/C(=C/c3ccc(-c4ccccc4[N+](=O)[O-])o3)C2=O)c1	-0.5%	3%
Cc1nn(C)c(C)c1NC(=O)CCSc1nc(-c2ccco2)cc(C(F)(F)F)n1	8.0%	-3%
COc1cc2c(cc1NC(=O)c1c(-c3ccccc3Cl)noc1C)oc1ccccc12	1.8%	0%
CSc1sc(C)cc1C1C(C#N)=C(N)N(c2cccnc2)C2=C1C(=O)CC(C)(C)C2 (centres undefined)	8.1%	-3%
COc1ccc(C)cc1NC(=O)CN1CCN(S(=O)(=O)c2ccc(Cl)cc2)CC1	0.2%	-2%
COc1ccc2cc(C(c3nnnn3Cc3ccccc3)N3CCCCCC3)c(=O)[nH]c2c1 (centres undefined)	-7.8%	-2%
O=C(Nc1cccc(OC(=O)c2cc(S(=O)(=O)N3CCCCC3)ccc2Cl)c1)c1ccco1	5.0%	0%

# The results go on.
SMILES	Hsp70 inhibitors	MKP-3 inhibition
COc1ccc(CC2C(=O)OC(C)(C)OC2=O)cc1	0.2%	-4%
CC1=C(C(=O)Nc2ccc(Cl)cc2)C(c2cccs2)NC(=O)N1 (centres undefined)	2.7%	0%
Cc1cc(C(F)(F)F)nn1Cc1n[nH]c(=S)n1Cc1ccccc1	0.9%	·
N/C(COc1ccccc1)=N\NC(=O)c1cccnc1Oc1ccccc1	-2.8%	·
O=C(/C=C/c1ccc(Cl)cc1Cl)Nc1c(F)c(F)c(F)c(F)c1F	-3.2%	3%
CCc1cc2c(-c3ccccc3)cc(=O)oc2c(CN2CCOCC2)c1O	1.4%	-2%
CC1(C)CC(=O)c2cn3nc(C(F)(F)F)nc3nc2C1	4.4%	·
CCCNC(=O)C(Cc1ccccc1)NS(=O)(=O)c1ccc2c(c1)CCC(=O)N2 (centres undefined)	-0.8%	1%
NC(=O)CN1CCN(c2nc(-c3ccc(F)cc3)cs2)CC1	0.1%	·
O=[N+]([O-])c1cccc(-c2noc(COc3ccc4ccccc4c3)n2)c1	0.2%	0%
CN1CCN(/N=C/c2cccs2)CC1	0.4%	4%
Cc1ccc(C2CC(C(F)(F)F)n3nc(C(=O)O)cc3N2)cc1 (centres undefined)	5.9%	-2%
Cc1cccc(OCC(=O)NCc2ccco2)c1	4.2%	3%
COc1ccc(Cl)cc1NC(=O)CN(c1ccccc1)S(=O)(=O)c1ccccc1[N+](=O)[O-]	2.7%	-2%
CCNC(=O)CN(c1ccc(C)cc1)S(=O)(=O)c1ccc(SC)cc1	·	-3%
O=C(CC(=O)c1cc(Cl)ccc1O)c1ccc(F)cc1	-3.2%	-2%
CCOc1c(/C=C2\C(=O)NN(c3ccccc3)C2=O)cccc1OC	1.3%	-1%
O=C(O)Cc1c(O)ccc2ccccc12	-2.8%	·
Cc1ccc(CNC(=O)CSc2n[nH]c(N)n2)cc1	3.0%	2%
O=C(c1noc2c1CCCCC2)N1CCOCC1	-1.3%	0%
COCCOC(=O)c1ccc(NC(=O)c2ccc(Cl)cc2Cl)cc1	-1.6%	1%
O=C1/C(=C/c2c(Cl)cccc2Cl)SC(=S)N1Cc1ccco1	0.2%	-1%

# Source: PubChem BioAssay
